Abeta rescue – qHTS for compounds that reverse cellular toxicity of Amyloid beta (A-beta) peptide in yeast: Primary Screen; yeast expressing A-beta42, growth rescue, OD600, 48 h; response scale: 0% DMSO, 100% iron-clioquinol control; Potency, µM (top dose mostly 46.1 µM), for inactives: at the highest dose growth rescue, hits mostly activators; 0.063% of 410,000 active; AID 1347071, 2019; further: nearly all actives have a fitted effect of over 55% in size
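Yeast growth medium received pinned compounds, then yeast cells expressing toxic A-beta were added; plates incubated at 30 C for 48 hr. Growth read as absorbance at 600 nm, normalized to DMSO and equimolar FeCl3 plus clioquinol controls.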
FUS suppressor – qHTS for Suppressors of FUS Proteinopathy: Primary screen using FUS-linked yeast assay; Potency, µM (series often up to 76.6 µM), for inactives: at the top dose growth rescue (activation), most hits filed as activators; AID 1347120, 2019; 0.24% of 390,000 active; S. cerevisiae FUS-expressing, growth rescue, OD600, 24 h;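 further: plate controls were DMSO vehicle for no effect and reference control for full effect; nearly all actives have a fitted effect of over 55% in size; some results filed as inactive show a strong effect at the top dose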
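Quantitative HTS measuring growth restoration of FUS-toxic yeast. Galactose-induced cells (OD 0.005) were exposed 24hr at 30C to compounds at several concentrations, then absorbance at 600 nm was recorded.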
Starred values were filed as active, the others as inactive; ? = inconclusive; [ ] = another dose, or the depositor's remark. The call rests on the fitted dose curve; in most records, active means well fitted activation curve with a large enough effect; inconclusive means small, poorly fitted or top-dose-only effect; inactive means no such curve, though single readings can be large or run the other way. Potency means the concentration at half of the fitted maximal effect. A portion of the library, so the mix of outcomes need not match the whole.

SMILES	Abeta rescue	FUS suppressor
COc1cccc(NC(=O)CSc2cc(=O)n(C)c3ccc(Cl)cc23)c1	-5%	10%
CCOC(=O)Cc1ccc(NC(=O)N2CCc3c(sc4c3CCCC4)C2c2ccc(F)cc2)cc1 (stereo not drawn)	-5%	?
CN(C)c1ccc(NC(=O)CSc2nc(-c3ccco3)cc(C(F)(F)F)n2)cc1	7%	29%
CCOc1ccccc1NC(=O)COC(=O)c1cn(CC)c2nc(C)ccc2c1=O	20%	-3%
Cc1ccc(S(=O)(=O)C(CNC(=O)C(=O)NCc2ccc(Cl)cc2)c2ccco2)cc1 (stereo not drawn)	-15%	10%
COc1cc(NC(=O)Cn2ncc3c([nH]c4ccc(C)cc43)c2=O)cc(OC)c1OC	-11%	-16%
O=C1COc2ccc(-c3cc(-c4ccccc4)c4c(n3)-c3ccccc3OC4)cc2N1	-9%	-1%
Cc1ccc(-c2nc3c(c(SCC(=O)N4CCCCC4)n2)Cc2cc(C)ccc2O3)cc1	2%	-15%
Cc1nc(SCC(=O)Nc2ccc(C)c(Cl)c2)cc(-c2ccccc2)n1	-11%	13%
C=Cc1ccc(Cn2c(C(=O)O)c(CNC3CCCCC3)c3ccc(OC)cc32)cc1	-18%	?
COc1ccc(-c2cn3c(n2)sc2cc(C(=O)Nc4ccccc4F)ccc23)cc1	1%	19%
Cc1cccc(NC(=O)C(Cc2ccccc2)N2Cc3ccccc3C2=O)c1C (stereo not drawn)	-2%	23%
CCn1cc(S(=O)(=O)c2cc(C)cc(C)c2)c(=O)c2cc(F)c(N3CCC(C)CC3)cc21	5%	0%
CC(C)c1ccc(CNc2n[nH]c(-c3ccco3)n2)cc1	-3%	-7%
CCOc1ccccc1CNC(=O)c1oc2c(c1C)-c1nn(Cc3cccc(Cl)c3)cc1CC2	9%	42%
Cc1ccc(C)n1-c1nnc(N2CCC(C(=O)NCc3ccccc3Cl)CC2)s1	-2%	15%
COc1cc(NC(=O)CCCOc2cc(=O)n(C)c3ccccc23)cc(OC)c1OC	-6%	16%
CCOC(=O)c1cnc2c(ccc3ccccc32)c1Nc1ccc(N(C)C)cc1	27%	7%
COc1ccc(C)cc1-n1nnc(C(=O)Nc2cccc(SC)c2)c1C	14%	22%
COC(=O)c1c(NC(=O)C2c3ccccc3Oc3ccccc32)sc2c1CCC(C(C)(C)C)C2 (stereo not drawn)	-3%	29%

An excerpt of the results above, as a working copy:
SMILES	Abeta rescue	FUS suppressor
CCn1cc(S(=O)(=O)c2cc(C)cc(C)c2)c(=O)c2cc(F)c(N3CCC(C)CC3)cc21	5%	0%
CC(C)c1ccc(CNc2n[nH]c(-c3ccco3)n2)cc1	-3%	-7%
CCOc1ccccc1CNC(=O)c1oc2c(c1C)-c1nn(Cc3cccc(Cl)c3)cc1CC2	9%	42%
Cc1ccc(C)n1-c1nnc(N2CCC(C(=O)NCc3ccccc3Cl)CC2)s1	-2%	15%

Remaining list, next part
SMILES	Abeta rescue	FUS suppressor
COc1ccc(-c2cc(-c3ccc(F)cc3)nc3c2COc2ccc(F)cc2-3)cc1	-3%	5%
COc1ccc(OC)c(CNS(=O)(=O)c2ccc(-c3cc(C(F)(F)F)on3)s2)c1	15%	35%
Cc1ccc(C)c(NC(=O)N2CCN(C)c3ncccc32)c1	-13%	-41%
COc1ccc(C)cc1NC(=O)Cn1nc(N2CCN(c3ccccc3OC)CC2)ccc1=O	-18%	32%
CCCCNS(=O)(=O)c1ccc2nc(-c3cccnc3)cc(C(=O)NCCCOCC)c2c1	9%	8%
COC(=O)c1ccc(-c2nc(-c3ccc(OC)c(OC)c3)no2)cc1	4%	-21%
COc1cccc2c1Oc1ncccc1N(C(=O)CCC(=O)NCc1ccc(N(C)C)cc1)C2	0%	-6%
O=C(Cc1ccc(Cl)cc1)Nc1ccc2oc(-c3ccc(F)cc3)nc2c1	-5%	7%
O=C(CSc1nnc2[nH]c(=O)cc(-c3ccccc3)n12)Nc1ccc(OC(F)(F)F)cc1	8%	-12%
COc1cc(NC(=O)C2CCN(c3nnc(C)c4c(C)n(-c5ccccc5)nc34)CC2)cc(OC)c1	-5%	23%
Cc1oc(C)c2c(=O)cc(-c3ccc4c(c3)OCO4)cc(OC(=O)c3cccc(Cl)c3)c12	0%	43%
CCOC(=O)c1ccccc1NC(=O)CSc1c(C)cnc2c1c(=O)n(C)c(=O)n2C	10%	0%
CCOc1ccc(C(=O)Nc2cccc(NC(=O)c3ccco3)c2)cc1Cl	0%	-12%
CCOC(=O)c1[nH]c(C)c(CCC(=O)NCc2cccc(C)c2)c1C	-17%	-15%
CCc1ccccc1N(C)C(=O)c1cnc(N2CCOCC2)c2ccccc12	3%	7%
COc1ccc(CN(Cc2ccco2)c2cnc(S(C)(=O)=O)nc2C(=O)Nc2ccc(C)cc2C)cc1	-6%	25%
O=C1CC(c2ccc(Cl)cc2)N=C(NC(=O)c2ccccc2)N1 (stereo not drawn)	-15%	-18%
CCOc1ccc(CNC(=O)c2cccc(Nc3nc4ccccc4n4nnnc34)c2)cc1OC	-3%	27%
CCN(CC)c1ccc(NC(=O)c2cc3c(=O)n4cccc(C)c4nc3n2C)c(C)c1	-6%	-5%
CN1C(=O)Cc2cc(S(=O)(=O)CCC(=O)N3CCN(c4cccc(Cl)c4)CC3)ccc21	-20%	?
CCOc1ccccc1N(C)C(=O)Cn1cnc2sc(C)c(S(=O)(=O)N3CCC(C)CC3)c2c1=O	3%	1%
CC(=O)c1ccc(N2C(=O)N(Cc3cc(C)ccc3C)c3ccccc3S2(=O)=O)cc1	13%	-10%
CCOc1ccc(-c2cc3nc(C4CCN(C(=O)OC(C)(C)C)CC4)c(C(=O)Nc4ccc(C)cc4C)cn3n2)cc1	12%	?
CCOc1ccc(-c2cc3c(=O)n(Cc4nc(-c5cccc(OC)c5OC)oc4C)ccn3n2)cc1Cl	-8%	-29%
Cc1ccc(SCC(=O)Nc2ccc3oc(-c4ccccc4C)nc3c2)cc1	-1%	-4%
CC(CNC(=O)Cn1ccc2cc(S(=O)(=O)N3CCCCCC3)ccc21)c1ccccc1 (stereo not drawn)	-5%	10%
CCOc1ccc(-c2cc(C(=O)NCCCOC)c3c(-c4ccc(CC)cc4)[nH]nc3n2)cc1	-5%	-2%
Cc1nc2nc(NCc3cccc(Br)c3)[nH]n2c(=O)c1Cc1ccccc1	-6%	-15%
CCOCCCn1c(=N)c(C(=O)NCC2CCCO2)cc2c(=O)n3cccc(C)c3nc21 (stereo not drawn)	-9%	-12%
COc1ccc(-c2nc(-c3ccccc3)c(-c3ccccc3)[nH]2)cc1Br	-6%	8%
CCc1ccc(C2=CC(c3cccc(C)c3)n3c(nc4ccccc43)N2)cc1 (stereo not drawn)	-26%	31%
COC(=O)c1ccccc1NC(=O)Cn1cc(S(=O)(=O)Cc2ccccc2F)c2ccccc21	-8%	31%
COc1ccc(CNC(=O)CSc2ncc3c(n2)-c2cc(Cl)ccc2N(Cc2ccccc2)S3(=O)=O)cc1OC	3%	14%
O=C(NCc1cccc(Cl)c1)c1cccn1-c1nnc(N2CCCC2)s1	-20%	39%
CCc1ccccc1NC(=O)CN1C(=O)c2cccnc2Oc2ccc(Cl)cc21	5%	?
CCc1ccc(NC(=O)CCS(=O)(=O)c2ccc3c(c2)n(C)c(=O)c(=O)n3C)cc1	-12%	-14%
CCOC(=O)Cn1c(=O)n(CC2CCCO2)c2nc(-c3ccccc3OC)nc(C(N)=O)c21 (stereo not drawn)	-14%	-4%
CCCn1c(CCC(=O)Nc2ccccc2OC)nc2cccnc21	-30%	-28%
Cc1cccc(N2CCN(C(=O)C3CCN(S(=O)(=O)c4c(C)noc4/C=C/c4ccccc4F)CC3)CC2C)c1 (stereo not drawn)	6%	-16%
FC(F)(F)c1cccc(N2CCN(c3ncnc4c3nc3n4CCCC3)CC2)c1	-5%	-14%
Cc1ccc(NC(=O)C2CCN(C(=O)c3cnn(-c4ccccc4)c3-n3cccc3)CC2)cc1Cl	9%	45%
COc1ccc(N2CCN(C(=O)Cc3noc4ccc(C)cc34)CC2)cc1	8%	26%
COc1ccc(-c2nc3c(C#N)c[nH]n3c2NC2CCCCC2)c(OC)c1	-12%	9%
COc1cc(OC)c(NC(=O)COc2ccccc2-c2nnc(-c3ccccc3)o2)cc1Cl	-15%	-7%
O=C(Nc1cccc(Br)c1)N1CCC(CN2CCCCCC2)CC1	-6%	14%
CCCCN(C)CCNC(=O)Cn1ncc2c([nH]c3ccccc32)c1=O	-12%	-12%
Cc1c(C(=O)Nc2cccc(C(F)(F)F)c2)sc2nc3n(c(=O)c12)CCC3	-29%	11%
CCN1C(=O)c2ccccc2Sc2ccc(NC(=O)c3ccc(C)c(F)c3)cc21	-9%	13%
Cc1nn2c(C)c(C(=O)NCc3ccco3)cnc2c1-c1ccccc1	-5%	-2%
COc1ccc(NC(=O)c2c(C)oc3ccc(O)c(CN4CCCC(C)C4)c23)cc1Cl (stereo not drawn)	-2%	24%
Cc1cccc(C)c1NC(=O)CS(=O)(=O)c1nc(-c2ccc(Cl)cc2)cn1-c1ccccc1	22%	?
CCN(c1ccc(C)cc1C)S(=O)(=O)c1nnc(NC(=O)c2ccc(F)cc2)s1	-14%	?
COc1ccc(CCNc2nc3c(-c4cccc(F)c4)nnn3c3ccccc23)cc1OC	-11%	-5%
CN1C(=O)Cc2cc(S(=O)(=O)CCC(=O)Nc3ccc(F)c(Cl)c3)ccc21	-6%	37%
CSCCC(NS(=O)(=O)c1ccc2c(c1)oc(=O)n2C)C(=O)NCCc1ccc(C)cc1 (stereo not drawn)	-15%	-2%
Cc1ccc(S(=O)(=O)NCC2CCC(C(=O)N(C)Cc3ccccc3)CC2)cc1 (stereo not drawn)	1%	21%
CCOC(=O)c1c(NC(C)=O)c2c3c(sc2n1Cc1cc(C)ccc1C)CCCC3	-15%	-15%
Cc1ccc(NC(=O)c2c(C)oc3ccc(O)c(CN4CCCC4)c23)c(C)c1	-11%	-1%
O=C(Cn1cc(C(=O)c2ccco2)c2ccccc21)Nc1ccccc1C(F)(F)F	-13%	2%
Cc1cc(C)cc(-n2ccn(CC(=O)Nc3ccccc3C(F)(F)F)c(=O)c2=O)c1	3%	6%

As entered above:
Abeta rescue with Cc1c(C(=O)Nc2cccc(C(F)(F)F)c2)sc2nc3n(c(=O)c12)CCC3 → -29%
FUS suppressor with COc1ccc(CCNc2nc3c(-c4cccc(F)c4)nnn3c3ccccc23)cc1OC → -5%
FUS suppressor with Cc1ccc(S(=O)(=O)NCC2CCC(C(=O)N(C)Cc3ccccc3)CC2)cc1 (stereo not drawn) → 21%
Abeta rescue with CCN(c1ccc(C)cc1C)S(=O)(=O)c1nnc(NC(=O)c2ccc(F)cc2)s1 → -14%

Part of the list above, field by field:
O=C(Nc1cccc(Br)c1)N1CCC(CN2CCCCCC2)CC1
  Abeta rescue: -6%; FUS suppressor: 14%
CCCCN(C)CCNC(=O)Cn1ncc2c([nH]c3ccccc32)c1=O
  Abeta rescue: -12%; FUS suppressor: -12%
Cc1c(C(=O)Nc2cccc(C(F)(F)F)c2)sc2nc3n(c(=O)c12)CCC3
  Abeta rescue: -29%; FUS suppressor: 11%
CCN1C(=O)c2ccccc2Sc2ccc(NC(=O)c3ccc(C)c(F)c3)cc21
  Abeta rescue: -9%; FUS suppressor: 13%

Next structures follow.
SMILES	Abeta rescue	FUS suppressor
COc1cccc(C2=C(C(C)=O)Sc3nncn3N2C(C)=O)c1	-30%[inhibitor]	20%
COc1ccc(-c2c3c(=O)n(C)c(=O)n(C)c3c3n2-c2ccccc2NC3c2ccc(OC)cc2)cc1 (stereo not drawn)	-15%	?
CCCOc1ccc(CNC(=O)c2ccc3c(c2)N(Cc2ccccc2)CCS3)cc1	-22%	6%
COc1ccccc1-n1ncc2c(=O)[nH]c(SCC(=O)Nc3cccc(F)c3)nc21	-6%	4%
O=c1c2cc3c(cc2n(Cc2ccc(F)cc2)c(=O)n1Cc1nc(-c2ccccc2)no1)OCO3	-4%	19%
Cc1ccc(NC(=O)Cc2coc3ccc(C(C)C)cc23)cc1Cl	16%	-9%
COc1ccc(-c2[nH]ncc2C(=O)NCc2cccc(OC)c2)cc1	-8%	-16%
CNC(=O)CSc1nnc(NC(=O)Nc2ccccc2)s1	-3%	6%
O=C(NCc1ccc2c(c1)CCN2C(=O)c1ccccc1)Nc1cc(F)ccc1F	-10%	?
CCn1c(SCC(=O)Nc2cc(C)ccc2F)nnc1-c1ccccc1O	-22%	-8%
CCS(=O)(=O)N1CC(=O)N(c2cc(Cl)ccc2C)C(C)(C(=O)NC2CCCCCC2)C1 (stereo not drawn)	5%	-12%
Cc1ccc(C(=O)NCC(c2ccco2)S(=O)(=O)c2ccc(Cl)cc2)cc1C (stereo not drawn)	-24%	38%
Cc1ccc(S(=O)(=O)c2cn(CC(=O)Nc3ccccc3)c3cc4c(cc3c2=O)OCO4)cc1	-7%	7%
O=C(CSc1ncc2c(n1)-c1ccccc1N(Cc1ccc(Cl)cc1)S2(=O)=O)c1ccc(Cl)cc1	-11%	-7%
Cc1ccc(C(=O)Nc2nnc(S(=O)(=O)N(C)Cc3ccc(F)cc3)s2)cc1	-7%	5%
COCCNC(=O)c1ccc2c(c1)N(Cc1c(F)cccc1Cl)C(=O)c1ccccc1S2	12%	?
CCOc1ccc(CNC(=O)CC(C)n2nc(C)cc2C)cc1OC (stereo not drawn)	-17%	-2%
CCCCN(Cc1ccccc1)C(=O)CN(C)S(=O)(=O)c1ccc2c(c1)c(=O)n(C)c(=O)n2C	-3%	-6%

Compound activity (PubChem BioAssay)
